Compound activity as filed in PubChem.
AmpC inh no detg: AmpC beta-lactamase inhibition without detergent | P00811 | AmpC nitrocefin hydrolysis, absorbance 480 nm, 0.0001% Triton | Potency, µM (titrated, usually from 57.1 µM), for inactives: at the highest dose activity change, negative = inhibition, usual class: inhibitors | hit rate 0.52% among 330,000 | AID 485341;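 further: potency means the concentration at half of the fitted maximal effect; plate controls were no compound for no effect and no enzyme for full effect; nearly all actives have a fitted effect of over 20% in size; some results filed as inactive show a strong effect at the top dose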
Target sequence (P00811 whole entry, looked up): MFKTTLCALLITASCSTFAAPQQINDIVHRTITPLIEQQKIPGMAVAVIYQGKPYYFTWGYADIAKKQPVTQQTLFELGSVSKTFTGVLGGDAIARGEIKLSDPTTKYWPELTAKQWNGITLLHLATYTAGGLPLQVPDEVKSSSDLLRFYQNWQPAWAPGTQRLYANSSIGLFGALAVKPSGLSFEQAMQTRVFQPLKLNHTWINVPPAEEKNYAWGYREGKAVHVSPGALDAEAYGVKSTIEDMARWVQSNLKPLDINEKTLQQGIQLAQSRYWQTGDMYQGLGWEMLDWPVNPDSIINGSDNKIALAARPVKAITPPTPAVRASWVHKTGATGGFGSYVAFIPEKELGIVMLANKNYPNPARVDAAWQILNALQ
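20 mM phosphate pH 7.0 + 0.01% (detergent screen) or 0.0001% Triton X-100; 5.3 nM AmpC reagent; cpd preinc 15 min RT; nitrocefin (800 uM stock) to start; A480 q20 s × 4 min; Activity was normalised to no-enzyme and no-compound control wells.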
AmpC inh detg: inhibitors of E. coli AmpC beta-lactamase with detergent. P00811. AmpC hydrolysis of nitrocefin, absorbance 480 nm, 0.01% Triton. Potency, µM (highest dose often 114 µM), for the others: at the highest dose activity change, negative = inhibition, most hits filed as inhibitors. hit rate 0.041% among 370,000;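 further: potency means the concentration at half of the fitted maximal effect; 0% = no-compound wells and -100% = no-enzyme wells; nearly all actives have a fitted effect of over 25% in size; some results filed as inactive show a strong effect at the top dose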
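20 mM phosphate pH 7.0 + 0.01% (detergent screen) or 0.0001% Triton X-100; 5.3 nM AmpC reagent; cpd preinc 15 min RT; nitrocefin (800 uM stock) to start; A480 q20 s × 4 min; Activity was normalised to no-enzyme and no-compound control wells.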
HCMV antiviral: inhibitors of human cytomegalovirus | activity change, negative = inhibition, % at 57.5 µM | hit rate 4.5% among 410,000 | HFF cells, HCMV-luciferase reporter, 72 h; hits give low values; in the data active means activity change below about -60%; inconclusive means no clear call, values can overlap the other calls; inactive means above about -39%
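After 16 h attachment at 37C, HFF cells received test compound and HCMV-luciferase (1 PFU/cell); reporter luminescence read 72 h later, data normalized against buffer-only and known inhibitor Salinomycin.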
Sm TGR inh: inhibitors of Schistosoma mansoni thioredoxin glutathione reductase. purified TGR, DTNB reduction, TNB absorbance 405 nm. Potency, µM (doses to about 114 µM), inactives show at the top dose activity change, negative = inhibition, actives largely listed as inhibitors. hit rate 3% among 360,000. AID 485364; further: potency means the concentration at half of the fitted maximal effect; nearly all actives have a fitted effect of over 60% in size
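Kinetic colorimetric format: TGR-catalysed, NADPH-driven DTNB reduction monitored via TNB absorbance. Enzyme dispensed at 20 nM; compound exposure 15 min at room temperature before reaction start.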
FBPA Giardia inh: Giardia lamblia aldolase inhibition; purified Giardia FBPA; Potency, µM (titrated, usually from 59.6 µM), for the others: top-dose activity, negative = inhibition, usual class: inhibitors; hit rate 0.71% among 290,000; A8B2U2; further: potency means the concentration at half of the fitted maximal effect; nearly all actives have a fitted effect of over 55% in size
Target sequence (A8B2U2 whole entry, looked up): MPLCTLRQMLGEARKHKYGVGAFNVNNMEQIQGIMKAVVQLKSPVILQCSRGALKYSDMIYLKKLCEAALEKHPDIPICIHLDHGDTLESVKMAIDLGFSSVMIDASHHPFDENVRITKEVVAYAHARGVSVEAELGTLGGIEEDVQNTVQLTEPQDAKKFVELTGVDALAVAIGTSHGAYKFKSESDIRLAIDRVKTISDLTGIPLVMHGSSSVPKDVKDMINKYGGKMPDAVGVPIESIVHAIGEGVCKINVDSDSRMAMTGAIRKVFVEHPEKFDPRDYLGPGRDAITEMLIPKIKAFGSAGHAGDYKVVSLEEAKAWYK
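Giardia FBPA (40 nM reagent) was preincubated 10 min at RT with compound (up to 57.5 uM final), then substrate plus GAPDH/TPI/NAD/arsenate coupling system with diaphorase/resazurin was added; resorufin fluorescence (525/598 nm) was read after 20 min.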
HCV inh: blocks hepatitis C virus. hit rate 3.4% among 340,000. Huh7.5.1 HCVcc-Cre infection, luciferase reporter, 44 h. Potency, µM (doses to about 41.8 µM), for the others: top-dose activity change, negative = inhibition, usual class: inhibitors; further: potency means the concentration at half of the fitted maximal effect
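Infectious HCVcc-Cre (~0.5 moi) was added to cells just after compound, with cells seeded 4 h earlier at 1,000 per well. Luciferase activity after 44 h culture reported infection; substrate was incubated 15 min at room temperature before reading.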
Numbers without * were called inactive; ? = inconclusive; . = not tested or not shown; & = joins results of further samples; [ ] = another dose, or the depositor's remark. Unless noted, the call rests on the fitted dose curve; in most records, active means well fitted curve in the direction sought with a large enough effect; inconclusive means small, poorly fitted or top-dose-only effect, or another doubt; inactive means no such curve, though single readings can be large; an effect the other way counts as inactive or inconclusive. Unless noted, on the % scale 0 is the no-effect control and ±100 the full control effect. Compounds as they come; overall some 9.9% were active at least once.

molecule,AmpC inh no detg,AmpC inh detg,HCMV antiviral,Sm TGR inh,FBPA Giardia inh,HCV inh
COCc1c(C(=O)OC/C(O)=C(\C#N)c2nc3ccccc3[nH]2)oc2ccccc12,-26%,-5%,-4,.,-17%,5%
CCN(CC)C(=O)C(C)N(C#N)c1nc(Cl)nc(N(C)C)n1 (centres undefined),-3%,7%,61,0%,5%,-4%
COc1ccc(-n2c(=S)[nH]c3cc(C(=O)Nc4cc(OC)c(OC)c(OC)c4)ccc3c2=O)c(OC)c1,152%[activator],6%,-5,-2%,-16%,?
Cc1ccc([N+](=O)[O-])cc1NC(=O)Nc1ccc(S(N)(=O)=O)cc1,-47%,-1%,-14,0%,-8%,1%
O=C(Cc1ccccc1)Nc1sc2c(c1C(=O)Nc1ccccc1Cl)CCCC2,.,-6%,13,-2%,.,.
Cn1c(=O)c2c(-c3ccc(OC(F)F)cc3)cc(-c3ccccc3)nc2n(C)c1=O,0%,-5%,.,-6%,5%,19%
CSc1nnc(C2CCN(CC(=O)Nc3ccccc3N3CCOCC3)CC2)n1C(C)C,90%[activator],-12%,10,-8%,2%,12%
CC1CCc2[nH]c3ccc(C(=O)N(C)CC(=O)Nc4cccc(F)c4)cc3c2C1 (centres undefined),-11%,-15%,-36,6%,.,-24%
COc1cc2c(cc1NC(=O)c1cccc(S(=O)(=O)N(C)C)c1)oc1ccccc12,10%,-4%,-23,-8%,12%,1.4µM*
COc1cccc(NC(=O)COC(=O)Cc2ccccc2[N+](=O)[O-])c1,-29%,-3%,63,26%,0%,15%

Record cards, as listed above. Order of screens: AmpC inh no detg	AmpC inh detg	HCMV antiviral	Sm TGR inh	FBPA Giardia inh	HCV inh
CCN(CC)C(=O)C(C)N(C#N)c1nc(Cl)nc(N(C)C)n1 (centres undefined) is listed as -3%	7%	61	0%	5%	-4%
CC1CCc2[nH]c3ccc(C(=O)N(C)CC(=O)Nc4cccc(F)c4)cc3c2C1 (centres undefined) is listed as -11%	-15%	-36	6%	.	-24%
COc1cc2c(cc1NC(=O)c1cccc(S(=O)(=O)N(C)C)c1)oc1ccccc12 is listed as 10%	-4%	-23	-8%	12%	1.4µM*
COCc1c(C(=O)OC/C(O)=C(\C#N)c2nc3ccccc3[nH]2)oc2ccccc12 is listed as -26%	-5%	-4	.	-17%	5%
Cn1c(=O)c2c(-c3ccc(OC(F)F)cc3)cc(-c3ccccc3)nc2n(C)c1=O is listed as 0%	-5%	.	-6%	5%	19%

Going on with the list.
molecule,AmpC inh no detg,AmpC inh detg,HCMV antiviral,Sm TGR inh,FBPA Giardia inh,HCV inh
Cc1ccc(OCCOCCN2CCCC2)c(Br)c1,-1%,3%,-4,-14%,-29%,?
COc1ccccc1N1CCN(Cc2ccc(OC)c3ccccc23)CC1,2%,-11%,43,-10%,-13%,?
CC(=O)NC1CC2CCCC(C1)N2C(=O)Nc1ccc(Cl)c(C(F)(F)F)c1 (centres undefined),39%,-1%,26,0%,-1%,-18%
Cc1cc(N)c(-n2cc3c(c2-c2ccc(Br)cc2)c(=O)n(C)c(=O)n3C)cc1C,.,15%,10,1%,.,.
COc1ccc(NC(=O)CSc2nc(-c3cccs3)cc(C(F)(F)F)n2)cc1Cl,.,?,?,8%,.,.
Cc1c(C(=O)Oc2ccc(F)cc2)sc2ncn(Cc3cccc(F)c3)c(=O)c12,-21%,-13%,-40,-2%,6%,7%
CC1(c2ccc3c(c2)OCO3)NC(=O)N(CC(=O)c2ccc[nH]2)C1=O (centres undefined),-11%,-14%,-10,7%,.,-21%
COc1cccc(CN2C(=O)C3(C(C#N)=C(N)OC4=C3C(=O)CCC4)c3ccccc32)c1 (centres undefined),?,2%,-16,-5%,-3%,-16%&10%
COc1ccc([N+](=O)[O-])cc1N(CC(=O)O)S(C)(=O)=O,-17%,-10%,8,.,5%,23%
CCCCN(C(=O)c1cccc(S(=O)(=O)N2CC(C)OC(C)C2)c1)c1c(N)n(CCCC)c(=O)[nH]c1=O (centres undefined),-1%,-1%,39,2%,.,-1%
CSc1cccc(NC(=O)CN2C(=O)COc3ccc(Cl)cc32)c1,.,20%,-31,5%,.,.
CC1(C)CC(=O)C(=CN2CCN(C(=O)c3ccco3)CC2)C(=O)C1,-4%,?,-31,?,-8%,18%
CC1C/C(=N/N=C2/NC(=O)CS2)CC(C)(C)C1 (centres undefined),-18%,-6%,-12,-2%,7%,-6%
COc1cc2ccccc2cc1-c1nnc(COc2ccccc2)o1,-2%,-9%,-14,-8%,12%,-3%
CCCNC(=O)N1[C@H]2CC[C@@H]1C(C(=O)OC)=C(c1ccc(F)cc1F)C2,-2%,-4%,-16,-13%,.,10%
CCOc1cc(C(=O)NC2=NCCS2)cc(OCC)c1OCC,-23%,?,-36,5%,6%,-8%
COc1ccccc1/C=C/C=N/n1c(C)nnc1C,-7%,-6%,8,-27%,5%,?
CC(C)(C)C(=O)CN1C(=O)C2(OCCO2)c2ccccc21,-1%,-11%,103,3%,5%,22%
Cc1cc(C(=O)Nc2ccc3ccccc3c2)c(C)o1,-26%,7%,112,-31%,0%,-9%
CCCCN(C(=O)Cc1ccc(S(=O)(=O)N2CCOCC2)s1)c1c(N)n(CCCC)c(=O)[nH]c1=O,-7%,?,-9,2%,.,?
CC[C@H](C)[C@H](NC(N)=O)C(=O)NCCc1ccc(Cl)cc1Cl,-9%,2%,-27,0%,1%,20%
Cc1c(C)c(C)c(CN2CCCC2)c(C)c1C,-20%,-1%,3,-4%,-2%,-6%
CCN(CC(=O)NCc1cccs1)C(=O)c1ccc(-c2cccc(C(F)(F)F)c2)o1,151%[activator],-12%,1,?,.,?
Cc1cc(C(=O)N/N=C\c2ccc(COc3ccc([N+](=O)[O-])cc3)o2)ccc1[N+](=O)[O-],-17%,-6%,43,5%,-7%,-1%
CN(C)S(=O)(=O)c1ccccc1N=C=S,-6%,-3%,-12,16µM*,-11%,17%
CCn1c(-c2nn(C)c(C)c2Cl)n[nH]c1=S,-17%,?,34,1%,-23%,14%
COc1ccc(C(=O)Nc2ccc(NS(=O)(=O)c3ccccc3)cc2)cc1OC,-35%,-2%,?,-4%,-3%,?
Cc1nn2cc(-c3ccc(OC(C)C)cc3)nc2s1,.,21%,-33,3%,.,.
CC(C)C(C)NC(=O)CSc1ccc(S(=O)(=O)N2CCOCC2)cn1 (centres undefined),-20%,3%,0,-17%,.,1%
CCOC(=O)c1cnc2c(CC)cccc2c1NCCN1CCOCC1,66%[activator],-10%,-24,-2%,3%,-19%

A second format for two compounds above.
Every second line gives: AmpC inh no detg	AmpC inh detg	HCMV antiviral	Sm TGR inh	FBPA Giardia inh	HCV inh
Cc1cc(C(=O)N/N=C\c2ccc(COc3ccc([N+](=O)[O-])cc3)o2)ccc1[N+](=O)[O-]
 : -17%	-6%	43	5%	-7%	-1%
COc1ccc(C(=O)Nc2ccc(NS(=O)(=O)c3ccccc3)cc2)cc1OC
 : -35%	-2%	?	-4%	-3%	?

The list goes on:
molecule,AmpC inh no detg,AmpC inh detg,HCMV antiviral,Sm TGR inh,FBPA Giardia inh,HCV inh
Cc1nnc(SCC(=O)c2cc(C)n(C3CC3)c2C)s1,5%,?,44,-19%,?,?
CC(=O)C1=NN(c2ccccc2)C(c2ccc3c(c2)OCO3)N1c1ccccc1 (centres undefined),-10%,-11%,?,-1%,-1%,?
Cc1nc(CC(=O)Nc2nc(C(C)(C)C)cs2)cs1,11%,-4%,-18,5%,-1%,-8%
CCOC(=O)c1c(-c2ccccc2)oc2ccc(NS(=O)(=O)c3ccc(C)cc3)cc12,.,-4%,-12,0%,.,.
O=C(CCOc1ccccc1)Nc1ccnn1C1CCN(Cc2ccc(CO)o2)CC1,67%[activator],-3%,-7,-11%,.,17%
N#Cc1c(N2CCCCC2)nc(N2CCCCC2)c2c1CCN(Cc1ccccc1)C2,-4%,-7%,?,-22%,-12%,?
Cc1onc(-c2c(Cl)cccc2Cl)c1C(=O)Nc1nc(C(C)(C)C)cs1,-43%,-4%,8,4%,-7%,?
COc1ccc(S(=O)(=O)Nc2ccc(N(C)C(C)=O)cc2)cc1,-3%,0%,-13,-6%,0%,6%
CCOCCCN1C(=O)CN(C2CCCCCC2)C(=O)C1c1ccc(OC(C)C)c(OC)c1 (centres undefined),.,5%,-23,-4%,.,.
Cc1ccc(CNC(=O)COc2ccccc2-c2ccccc2)cc1,-9%,2%,?,-2%,4%,-16%
CSc1ccc(CCNC(=O)C2CCCN(c3ncnc4c3nc3n4CCCCC3)C2)cc1 (centres undefined),169%[activator],-10%,?,-10%,9%,?
Cc1nc(=O)c(-c2ccccc2)c(C)n1CC1CCCO1 (centres undefined),-17%,-14%,?,0%,-5%,21%
O=C(CN1CCC(c2nc3ccccc3s2)CC1)NCc1ccccc1,119%[activator],4%,5,2%,3%,?
COc1ccccc1Oc1ccc(NC(=O)c2ccccc2)cc1,-25%,7%,-14,14%,2%,-8%
COc1cccc(NC(=O)Cn2c(=O)n(Cc3ccc(C(=O)NCc4ccc5c(c4)OCO5)cc3)c(=O)c3ccccc32)c1,.,17%,-3,12%,.,.
COCCN(C(=O)CCC(=O)Nc1cc(C)on1)C(C(=O)NC1CCCC1)c1ccccc1F (centres undefined),4%,-1%,9,6%,0%,18%
NS(=O)(=O)c1ccc(-c2ccc(/C=N/NC(=O)c3ccc([N+](=O)[O-])cc3)o2)cc1,-29%,1%,0,-5%,-6%,12%
CCCCn1c(N)c(N(CC(C)C)C(=O)c2cc(=O)[nH]c3ccccc23)c(=O)[nH]c1=O,1%,0%,-9,-5%,.,-16%
CCN(CC)C(=O)Cn1c(=O)n(-c2ccc(CC(=O)NCc3ccccc3)cc2)c(=O)c2sccc21,8%,?,-15,-12%,4%,10%
CN1C(=O)NC(c2ccccc2)C2=C1CN(Cc1ccco1)C2=O (centres undefined),-2%,-15%,-9,35µM*,-7%,3%
CCOc1ccc(CCNS(=O)(=O)c2c(C)nc3sc(C)cn3c2=O)cc1OCC,.,18%,28,4%,.,.
N#Cc1cccnc1N1CCN(C(=O)c2ccccc2)CC1,1%,-1%,-39,3%,-3%,14%
